# Compound activity from PubChem BioAssay.
# Bcl-XL Bim block: disrupts Bim peptide binding to human Bcl-XL; inhibition, % at 10 µM; hit rate 0.04% among 190,000; AID 1007; bead flow cytometry, fluorescence; Q07817
# Target sequence (Q07817 whole entry, looked up): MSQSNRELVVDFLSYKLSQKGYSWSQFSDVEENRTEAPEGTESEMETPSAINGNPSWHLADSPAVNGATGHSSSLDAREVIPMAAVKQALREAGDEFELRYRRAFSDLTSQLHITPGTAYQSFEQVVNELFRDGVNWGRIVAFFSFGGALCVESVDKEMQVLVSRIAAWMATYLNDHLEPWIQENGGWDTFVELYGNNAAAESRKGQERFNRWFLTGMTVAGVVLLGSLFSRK
# GSH fluor: compound fluoresces at 488/530 nm on GSH beads | GSH beads flow cytometry, compound fluorescence 488/530 nm; active compounds read high | fluorescence (KMESF) at 10 µM | hit rate 0.25% among 190,000; in the data active means fluorescence above about 89;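 further: glutathione beads carrying GST-tagged Bcl family fusion proteins plus one bare bead set; values are compound well signal with DMSO vehicle wells as background; inactives centre near 16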
# ABCG2 block: inhibitors of human ABCG2 transporter, ABCB1 counter-screen; IgMXP3 cells, JC-1 efflux, flow cytometry; AID 1325; Q9UNQ0; inhibition, % at 6.6 µM; hit rate 0.1% among 190,000;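 active means inhibition above 80%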;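 further: 0% = DMSO and 100% = nicardipine control wells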
# Target sequence (Q9UNQ0 whole entry, looked up): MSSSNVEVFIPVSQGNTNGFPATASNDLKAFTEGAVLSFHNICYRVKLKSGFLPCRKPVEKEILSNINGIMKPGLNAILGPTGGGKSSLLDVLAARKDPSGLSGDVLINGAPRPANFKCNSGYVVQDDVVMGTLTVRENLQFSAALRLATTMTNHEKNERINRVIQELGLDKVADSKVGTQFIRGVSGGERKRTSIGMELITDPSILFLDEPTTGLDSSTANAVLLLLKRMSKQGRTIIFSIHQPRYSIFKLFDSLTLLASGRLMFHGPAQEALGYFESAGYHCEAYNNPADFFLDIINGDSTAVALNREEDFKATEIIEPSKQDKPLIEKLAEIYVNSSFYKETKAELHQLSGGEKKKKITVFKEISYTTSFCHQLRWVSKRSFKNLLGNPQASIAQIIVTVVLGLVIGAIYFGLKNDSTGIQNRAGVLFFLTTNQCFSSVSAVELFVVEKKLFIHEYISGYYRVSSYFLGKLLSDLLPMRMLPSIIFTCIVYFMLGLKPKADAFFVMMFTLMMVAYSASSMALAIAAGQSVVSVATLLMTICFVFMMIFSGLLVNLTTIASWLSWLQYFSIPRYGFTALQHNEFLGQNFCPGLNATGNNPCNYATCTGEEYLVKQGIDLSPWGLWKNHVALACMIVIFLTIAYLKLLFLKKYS
#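 Test system: IgMXP3 (ABCG2) plus far-red-tagged CCRF-Adr (ABCB1) cells. Reagent: JC-1 dye as substrate. Timing: 10 min exposure at 25 °C with rotation, no wash. Measured by: flow cytometric JC-1 green MFI at 530 nm. Read-out: percent efflux inhibition, scaled nicardipine 100% to DMSO 0%. Control set: nicardipine and DMSO wells.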
# Bim-Bfl-1: human Bim-Bfl-1 interaction inhibition; inhibition, % at 10 µM; hit rate 0.12% among 190,000; Bead-based flow cytometry, Bim-Bfl-1 binding inhibition; Q16548; AID 1008;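 further: 0% = wells without compound plus tracer and 100% = blocker peptide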
# Bim-Bcl-B: human Bim-Bcl-B interaction inhibition. bead-based flow cytometry, Bim peptide-Bcl-B binding. inhibition, % at 10 µM. hit rate 0.073% among 190,000;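 further: 0% = tracer peptide without compound and 100% = reference inhibitor peptide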
# Target sequence (Q9HD36 whole entry, looked up): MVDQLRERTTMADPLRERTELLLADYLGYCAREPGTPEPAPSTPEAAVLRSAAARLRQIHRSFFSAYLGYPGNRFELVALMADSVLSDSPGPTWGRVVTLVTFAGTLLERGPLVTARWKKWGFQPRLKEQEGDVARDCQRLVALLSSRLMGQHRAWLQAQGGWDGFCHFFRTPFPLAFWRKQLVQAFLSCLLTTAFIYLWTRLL
# RGS4-Gao reg: human RGS4-Galphao interaction regulation. P09471. Multiplexed bead flow cytometry, RGS4-Galphao binding; actives lie on both sides. binding response (% of control), % at 10 µM. hit rate 0.33% among 220,000. AID 1415; in the data active means binding response below about 49% or above about 150%; inactive means in between;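 further: fluorescent Galphao activated with aluminum fluoride binding bead-coupled RGS4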
# Avidin bead fluor: avidin bead compound fluorescence profile. Avidin beads, compound fluorescence 488/530 nm, flow cytometry; active compounds read high. fluorescence (KMESF) at 10 µM. hit rate 0.38% among 220,000; in the data active means fluorescence above about 47; further: inactives centre near 10
# ABCB1 inh: inhibitors of human ABCB1 transporter, ABCG2 counter-screen; inhibition, % at 6.6 µM; P08183; hit rate 0.067% among 190,000; CCRF-Adr cells, JC-1 efflux, flow cytometry; in the data active means inhibition above about 40%;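 further: 0% = vehicle and 100% = reference inhibitor; higher value means more JC-1 retained so stronger ABCB1 efflux block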
# RGS7-Gao: human RGS7-Galphao interaction regulation. P09471. Multiplexed bead flow cytometry, RGS7-Galphao binding; actives lie on both sides. binding response (% of control), % at 10 µM. hit rate 0.35% among 220,000; in the data active means binding response below about 49% or above about 150%; inconclusive means no clear call, values can overlap the other calls; inactive means in between;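 further: fluorescent Galphao held in activated GDP-AlF4 state binding bead-coupled RGS7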
# Bim-Bcl-W: inhibitors of Bim-Bcl-W interaction, human; Q92843; inhibition, % at 10 µM; hit rate 0.02% among 190,000; bead-based flow cytometry, Bim peptide-Bcl-W binding; AID 952;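 further: 0% = bound tracer without compound and 100% = peptide blocker; higher means less fluorescent Bim peptide bound to Bcl-W beads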
# Bcl-2 Bim block: inhibitors of Bim-Bcl-2 interaction, human; P10415; Bead-based flow cytometry, Bim peptide-Bcl-2 binding; inhibition, % at 10 µM; hit rate 0.06% among 190,000; AID 950; in the data active means inhibition above about 40%; inconclusive means no clear call, values can overlap the other calls;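 further: 0% = no compound wells with probe peptide and 100% = reference peptide inhibitor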
# An asterisk follows results filed as active; ? = inconclusive; / = not tested or not shown. Unless noted, no stated cut-off is given here; in the data, active means inhibition above about 40%. Compounds as they come, and some 1.3% of all compounds hit somewhere here.
SMILES,Bcl-XL Bim block,GSH fluor,ABCG2 block,Bim-Bfl-1,Bim-Bcl-B,RGS4-Gao reg,Avidin bead fluor,ABCB1 inh,RGS7-Gao,Bim-Bcl-W,Bcl-2 Bim block
O=C(COC(=O)CCCNC(=O)c1ccc(Cl)cc1)Nc1cc(Cl)c(Cl)cc1Cl,-6.0,11,10.1,-1.0,-5.0,101.7,6,17.4,101.4,0.0,-4.0
O=C(CSc1ccc(-c2cccs2)nn1)NCc1ccccc1Cl,-9.0,19,2.0,-12.0,-11.0,101.6,13,0.3,101.9,-3.0,-10.0
CCOc1cc(/C=C2/COc3ccccc3C2=O)ccc1OCC(=O)N(C)C,1.0,10,5.4,-4.0,3.0,101.8,4,1.3,106.8,0.0,5.0
O=C1CC(N2CCOCC2)C(=O)N1CCc1ccccc1 (stereo unspecified),-2.0,16,1.3,-3.0,-1.0,99.6,10,0.3,92.9,0.0,-2.0
COc1ccccc1N1CCN(CC(=O)c2c(C)[nH]c3ccccc23)CC1,-7.0,5,1.1,0.0,-3.0,100.2,8,0.5,96.5,-7.0,2.0
CCCOC(=O)NC1C(NC(=O)OCCC)N(C)C(=O)N1C (stereo unspecified),-1.0,23,1.0,-8.0,-4.0,99.9,4,0.2,101.1,0.0,-4.0
COc1ccc(OC)c(Nc2nc(-c3sc(C)nc3C)cs2)c1,0.0,19,8.0,0.0,0.0,99.2,16,-0.9,98.4,1.0,0.0
Cc1ccc(NC(=O)COC(=O)Cc2ccsc2)cc1S(=O)(=O)N1CCOCC1,-6.0,8,-0.5,-2.0,-5.0,94.8,13,-0.1,90.9,-3.0,0.0
COc1ccc(C)cc1NC(=O)C(Sc1ccccc1)c1ccccc1 (stereo unspecified),1.0,11,91.6*,-9.0,3.0,100.6,11,8.5,96.4,2.0,-3.0
CCCC(=O)Oc1ccccc1C1SCc2cc(C)c(C)cc2CS1,-8.0,25,-1.8,-15.0,-6.0,100.7,41,0.4,100.0,-3.0,-14.0
COc1cccc(NC(=O)CCC(=O)NCc2ccco2)c1,0.0,20,2.5,0.0,0.0,101.0,13,0.5,100.8,-1.0,0.0
CCc1ccc(-n2c(Cn3nc(C(F)(F)F)cc3C)n[nH]c2=S)cc1,0.0,50,-0.3,0.0,-23.0,99.2,10,-0.3,101.6,4.0,-5.0

# Compounds from the list above with an NH in an aromatic ring (2):
SMILES,Bcl-XL Bim block,GSH fluor,ABCG2 block,Bim-Bfl-1,Bim-Bcl-B,RGS4-Gao reg,Avidin bead fluor,ABCB1 inh,RGS7-Gao,Bim-Bcl-W,Bcl-2 Bim block
COc1ccccc1N1CCN(CC(=O)c2c(C)[nH]c3ccccc23)CC1,-7.0,5,1.1,0.0,-3.0,100.2,8,0.5,96.5,-7.0,2.0
CCc1ccc(-n2c(Cn3nc(C(F)(F)F)cc3C)n[nH]c2=S)cc1,0.0,50,-0.3,0.0,-23.0,99.2,10,-0.3,101.6,4.0,-5.0

# Given with values under each structure: entries from further up
# Second line of a record: Bcl-XL Bim block, GSH fluor, ABCG2 block, Bim-Bfl-1, Bim-Bcl-B, RGS4-Gao reg, Avidin bead fluor, ABCB1 inh, RGS7-Gao, Bim-Bcl-W, Bcl-2 Bim block
- COc1ccc(C)cc1NC(=O)C(Sc1ccccc1)c1ccccc1 (stereo unspecified)
    1.0, 11, 91.6*, -9.0, 3.0, 100.6, 11, 8.5, 96.4, 2.0, -3.0
- CCCC(=O)Oc1ccccc1C1SCc2cc(C)c(C)cc2CS1
    -8.0, 25, -1.8, -15.0, -6.0, 100.7, 41, 0.4, 100.0, -3.0, -14.0

# Next section:
SMILES,Bcl-XL Bim block,GSH fluor,ABCG2 block,Bim-Bfl-1,Bim-Bcl-B,RGS4-Gao reg,Avidin bead fluor,ABCB1 inh,RGS7-Gao,Bim-Bcl-W,Bcl-2 Bim block
C/C(=N\O)c1ccc(N2C(=O)C3CC=C(Cl)CC3C2=O)cc1 (stereo unspecified),-4.0,65,4.8,-4.0,-3.0,100.6,7,1.0,99.7,-5.0,-1.0
CCOC(=O)c1nn(-c2ccc(Br)cc2)cc1C(=O)c1cccc2ccccc12,5.0,37,5.7,-12.0,-10.0,97.7,10,1.2,101.2,-1.0,-8.0
COc1ccc(S(=O)(=O)NCc2cn3c(C)csc3n2)cc1F,-6.0,25,0.3,-10.0,-5.0,81.7,4,0.2,76.3,-1.0,-6.0
Cc1cccc(Nc2ccncc2S(=O)(=O)NC(=O)NC(C)C)c1,1.0,68,0.4,-4.0,-4.0,99.1,6,/,105.2,0.0,-1.0
Clc1ccc(-n2ncc3c(NCC4CCCO4)ncnc32)cc1 (stereo unspecified),-3.0,18,0.9,-7.0,-5.0,100.0,8,-1.1,99.7,2.0,-9.0
CC(C)Cc1ccc(C(C)C(=O)OCC(=O)c2c[nH]c3ccccc23)cc1 (stereo unspecified),2.0,31,3.9,-7.0,-8.0,98.2,11,-0.2,103.3,0.0,-6.0
O=C(CCc1ccc(O)c(O)c1)NNC(=S)NCCc1ccccc1,-2.0,5,1.1,1.0,-11.0,98.0,3,0.2,97.9,2.0,0.0
COc1ccccc1N1CCN(C(=O)CSc2nc(C)c(C)c(=O)[nH]2)CC1,0.0,11,-2.7,-1.0,1.0,99.7,10,-0.6,103.0,3.0,1.0
Cc1nc2ccc(NC(=O)N3CCCCC3)cc2nc1C,-8.0,17,9.8,-5.0,-7.0,96.4,5,0.7,93.2,-7.0,-4.0
Cc1cccc(N2C(=O)CN(Cc3sccc3C)C2=S)c1,-1.0,11,-2.6,-1.0,-5.0,99.2,7,-0.4,99.7,-1.0,-9.0
CC(=O)NS(=O)(=O)c1ccc(N=NN2CCCCC2)cc1,-1.0,7,-0.2,3.0,-1.0,101.6,13,0.1,101.5,0.0,-1.0
CCC(C)NS(=O)(=O)c1ccc(S(=O)(=O)N(CC(=O)Nc2ccccc2)Cc2ccco2)cc1 (stereo unspecified),1.0,33,2.2,-11.0,-5.0,89.7,4,0.6,94.9,0.0,-11.0
O=c1c2c(nc3cc(-c4cccc(Cl)c4)[nH]n13)CCC2,5.0,6,0.9,0.0,3.0,103.8,10,0.2,98.3,-1.0,-1.0
COc1ccc(CN2C(=O)CC(C(=O)NCCc3ccc(S(N)(=O)=O)cc3)SC2=Nc2ccccc2)cc1 (stereo unspecified),-3.0,23,0.8,-6.0,-6.0,104.8,10,0.0,104.5,-2.0,-4.0
O=c1cc(CNc2cc(Cl)ccc2Cl)nc2sccn12,-6.0,8,0.0,2.0,-4.0,99.1,4,5.5,100.3,-2.0,-3.0
Cc1sc2nc(CC(=O)N3CCCC3)[nH]c(=O)c2c1C,-3.0,18,-0.8,1.0,-9.0,92.3,12,-0.4,93.8,-3.0,-1.0
O=C1N/C(=N/N=C/c2ccco2)SC1Cc1ccccc1 (stereo unspecified),-1.0,25,5.9,-5.0,-1.0,96.9,10,0.2,?,-3.0,0.0
CCOC(=O)C1=C(NC(=S)NC(=O)c2ccccc2)c2ccccc2CC1(C)C,-4.0,16,8.7,3.0,-5.0,106.1,8,1.6,101.7,-2.0,0.0
COc1ccccc1-c1cc(C(=O)N/N=C/C=C/c2ccccc2[N+](=O)[O-])c2ccccc2n1,0.0,25,1.3,-7.0,-2.0,95.2,4,0.3,98.0,5.0,-2.0
CCCCCCc1c(O)nc(SCC(=O)O)[nH]c1=O,-4.0,22,0.4,-13.0,-6.0,101.7,7,0.1,99.7,0.0,-8.0
CCOC(=O)Cn1nc(-c2ccccc2)c2cnc3ccc(C)cc3c21,-3.0,17,7.8,1.0,-4.0,/,/,1.9,/,-5.0,-2.0
CCOC(=O)C1CCN(S(=O)(=O)c2ccc(C)cc2)CC1,-9.0,24,18.5,-10.0,-6.0,99.2,11,-0.1,102.2,-2.0,-5.0
COc1ccc(-c2ccc(C#N)c(SCC(=O)Nc3sc4c(c3C#N)CCC4)n2)cc1,-2.0,22,0.1,-3.0,0.0,101.1,10,1.4,97.4,0.0,-3.0
COc1ccc(N2CCN(C(=O)CN(C)S(=O)(=O)c3cnc[nH]3)CC2)cc1,-6.0,22,5.2,0.0,-6.0,90.3,11,0.0,89.5,-4.0,-2.0
CCOC(=O)CN1C(=O)CN(c2ccc(C)cc2)C1=O,-6.0,14,20.6,-6.0,-6.0,104.7,27,-1.2,102.2,-4.0,-8.0
COc1cccc(C2NC(c3cccc(OC)c3O)C(C)C(=O)C2C)c1O (stereo unspecified),-2.0,14,2.2,-8.0,-6.0,104.9,8,0.6,100.3,1.0,-10.0
O=C(CN1CCCC(O)C1)N1c2ccccc2Sc2ccc(C(F)(F)F)cc21 (stereo unspecified),-3.0,23,-1.8,-15.0,-4.0,101.9,11,0.1,99.6,-1.0,-7.0
CN(CCC#N)C(=O)COC(=O)c1ccccc1OCc1ccccc1Cl,0.0,16,1.5,-4.0,-1.0,98.7,7,0.3,99.5,0.0,-4.0
Cc1ccc(S(=O)(=O)N/N=C/c2ccc(OCC(=O)N3CCOCC3)cc2)cc1,-3.0,16,6.9,-4.0,-7.0,104.4,9,0.7,?,-1.0,-2.0
Cc1cc2c(c(SCC(=O)N(C)c3ccccc3)n1)C(=O)OC2,1.0,14,3.2,0.0,-6.0,103.0,8,0.0,105.3,0.0,-1.0
Cc1ccnc(NS(=O)(=O)c2ccc(NC(=O)C3CC=CCC3C(=O)O)cc2)n1 (stereo unspecified),0.0,21,0.5,-5.0,-3.0,101.2,6,-0.3,100.4,-1.0,-3.0
COc1cc(C(=O)NCc2nnc(SCC(=O)N3CCCc4ccccc43)o2)cc(OC)c1OC,-3.0,11,3.2,-12.0,-9.0,109.4,25,0.3,112.7,-2.0,-9.0
COC(=O)c1nnn(-c2ccc(Cl)c(Cl)c2)c1C(=O)OC,-2.0,15,1.3,-5.0,-3.0,61.2,8,0.0,65.0,-2.0,-5.0
COc1cccc(NC(=S)N(CCCN2CCN(C)CC2)Cc2ccco2)c1,-5.0,11,3.6,-6.0,-7.0,105.3,11,1.7,?,-4.0,-4.0
Cc1cc(NC(=O)/C=C/c2ccccc2)no1,-16.0,45,1.3,0.0,1.0,88.5,6,0.4,94.4,1.0,2.0
O=C(c1cnccn1)N(c1ccccc1)C1(C(=O)NC2CCCCC2)CCCCC1,-6.0,25,8.1,-17.0,-4.0,102.7,33,1.6,99.6,0.0,-5.0
Cc1cccc(N2CN(Cc3cccnc3)CNC2=S)c1,-5.0,9,0.3,0.0,-1.0,99.5,5,0.2,97.6,0.0,0.0
CN1CC(=O)N(CC(=O)Nc2ccc(Br)cc2F)C1=O,-1.0,14,-0.3,-3.0,-1.0,92.5,8,-0.4,?,-1.0,0.0
O=C(COc1ccccc1)NNC(=S)NC(=O)c1ccccc1,-12.0,12,0.1,-4.0,-32.0,100.9,24,-0.2,103.4,-7.0,-9.0
COCCN1C(=S)NC(c2cccc(C(F)(F)F)c2)C(C(=O)N2CCOCC2)=C1C (stereo unspecified),-3.0,17,2.9,-3.0,-3.0,92.5,13,0.6,?,-1.0,1.0
CC(C)N(c1ccccc1)c1ccc(NC(=O)COC(=O)CCN2C(=O)c3cccc([N+](=O)[O-])c3C2=O)cc1,-8.0,10,14.7,0.0,-7.0,99.2,6,3.3,99.4,-7.0,-5.0
O=C(CSCc1c(F)cccc1Cl)NCc1cccnc1,-5.0,9,2.6,-8.0,-5.0,97.9,14,0.0,101.5,-3.0,-4.0
